Compound activity deposited in PubChem BioAssay by several laboratories.
TLR4 MyD88 comp: inhibitors of TLR4-MyD88 association in cells, primary screen, cell-based, HeLa CL3-4, BLA complementation, FRET ratio. 0.18% of 200,000 active. Toll-like receptor 4 (Homo sapiens) + Myeloid differentiation primary response protein …. AID 861, 2007. inhibition, % at 8.4 µM. HeLa CL3-4 TLR4/MyD88 BLA complementation; in the data active = inhibition above about 25%;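 note: 0% = vehicle and 100% = reference inhibitor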
G6PDH counter: L. mesenteroides G6PDH inhibitors, counter-screen for G6PDH-coupled screening assays, biochemical, Leuconostoc mesenteroides enzyme; glucose-6-phosphate dehydrogenase [Leuconostoc mesenteroides]; Purified L. mesenteroides G6PDH, diaphorase/resazurin coupled fluorescence, 45 min; inhibition, % at 5 µM; 0.12% of 200,000 active; AID 1020, 2008; in the data active = inhibition above about 50%
FLuc stim CS: FLuc activators, initial screening, artefact control for FLuc-dependent activation tests, biochemical, ATPlite luminescence; Luciferin 4-monooxygenase (Photinus pyralis), P08659; ATPlite luciferase biochemical, 10 min; 0 = ATP-free wells, 1 = DMSO control; activation factor at 10 µM; 200,000 tested, under 10 active; AID 1027, 2008;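 active = luciferase activation factor, scaled between plate controls, of at least 2 with compound at 10 µM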
Target sequence (P08659 whole entry, looked up): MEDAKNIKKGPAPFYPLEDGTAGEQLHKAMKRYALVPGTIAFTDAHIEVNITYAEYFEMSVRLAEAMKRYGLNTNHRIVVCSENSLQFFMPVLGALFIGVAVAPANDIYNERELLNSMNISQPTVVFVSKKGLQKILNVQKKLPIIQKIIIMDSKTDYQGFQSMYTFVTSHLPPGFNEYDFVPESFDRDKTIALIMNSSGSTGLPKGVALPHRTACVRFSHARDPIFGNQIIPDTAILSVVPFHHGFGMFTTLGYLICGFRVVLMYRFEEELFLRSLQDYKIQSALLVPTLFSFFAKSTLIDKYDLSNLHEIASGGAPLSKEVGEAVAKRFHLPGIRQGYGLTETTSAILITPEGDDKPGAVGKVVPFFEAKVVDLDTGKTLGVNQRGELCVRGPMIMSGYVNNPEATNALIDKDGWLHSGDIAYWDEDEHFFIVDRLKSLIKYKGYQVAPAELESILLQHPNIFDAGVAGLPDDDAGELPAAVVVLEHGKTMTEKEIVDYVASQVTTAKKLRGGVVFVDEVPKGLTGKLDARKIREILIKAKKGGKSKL
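assay system = Luciferase/luciferin detection reagent, cell-free biochemical luciferase assay | also added = ATP substrate | times = 10 min post-reagent at room temperature | measured by = luminescence from luciferase reaction | measure = luciferase activation, seen as luminescence increase over controls | benchmarks = low control with PBS replacing ATP, high control enzyme plus ATP without compound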
STAT1 activator: STAT1 signaling activators, primary screen, cell-based, HTS, luciferase reporter; NIH 3T3 STAT1-luciferase reporter, IFN-gamma, luminescence; 100% = IFN-gamma alone, no compound; activation (% of control), % at 5.5 µM; AID 932, 2007; 2.6% of 200,000 active;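 active = activation above the screen-wide mean activation plus 3 SD, cut at about 130% in these data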;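 note: raw ratio to IFN-gamma control signal so 100% means no change and 0% no light; values of inactives mirror those of a sister screen read the other way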
Diaph act CS: compounds boosting diaphorase resazurin reduction – biochemical, uHTS, resorufin fluorescence, counter-screen for diaphorase-coupled primary assays, primary screen; Diaphorase/resazurin coupled assay, 16 min; active compounds read high; 1 = vehicle wells, 0 = NADH-free wells; activation factor at 20 µM; 0.005% of 190,000 active; AID 1229, 2008;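 active = diaphorase activity raised at least twofold by the compound at 20 µM; inactive = activation factor below 2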
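test system = bacterial diaphorase enzyme (C. kluyveri) | quantity = enzyme 0.07 U/mL final | reagent = NADH substrate 0.114 mM plus resazurin dye 0.1 mM, final | incubation = 16 min enzyme reaction, ambient temperature | buffer or medium = HEPES pH 7.4 buffer with MgCl2 and Tween 20 | signal = fluorescence of resorufin, 544 nm excitation, 590 nm emission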
APP 5'UTR act: activators of APP 5'UTR luciferase reporter, primary screen, SH-SY5Y cells. SH-SY5Y APP 5'UTR luciferase reporter, luminescence; zero percent = DMSO vehicle wells. activation, % at 2 µM. 1% of 190,000 active;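 active = activation above a set limit, based on mean plus 3 SD of controls, cut at about 140% in these data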; note: values of inactives mirror those of a sister screen read the other way
FLuc inh counter: firefly luciferase enzyme inhibitors, primary screen, artefact control for luciferase-based inhibitor screens, biochemical, luminescence, ATPLite. Luciferin 4-monooxygenase (Photinus pyralis), P08659. 10 min. AID 1006, 2008. 1.5% of 200,000 active. inhibition, % at 10 µM;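 active = inhibition above about 50% when tested at 10 µM, limit read from the data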
Diaphorase inh: diaphorase inhibitors and chemical oxidizers, primary screen, counter-screen for diaphorase-coupled primary assays, biochemical, uHTS, resorufin fluorescence; 0.69% of 190,000 active; AID 1217, 2008; inhibition, % at 20 µM; diaphorase resazurin-to-resorufin fluorescence, NADH, 16 min; bacterial (C. kluyveri) enzyme, not human;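 active = primary screen inhibition at 20 µM above a set limit, cut at about 50% in these data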;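 note: plate controls were DMSO with full reaction for no effect and wells lacking NADH for full effect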
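Detection: fluorescence of resorufin formed from resazurin, Ex 544/Em 590 nm; test system: Clostridium kluyveri diaphorase enzyme; amount: 0.14 U/mL diaphorase, enzyme working solution; times: 16-min room-temperature incubation before reading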
APP 5UTR inh: inhibitors of APP translation via 5'UTR reporter, primary screen, APP 5'UTR luciferase, SH-SY5Y cells; 0.82% of 190,000 active; inhibition, % at 2 µM; AID 1285, 2008; SH-SY5Y APP 5'UTR-luciferase reporter, luminescence;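 active = inhibition above a set limit, derived from the sample mean plus 3 SD, cut at about 45% in these data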; note: values of inactives mirror those of a sister screen read the other way
NF-kB neuron act: activators of NF-kB expression in neurons, primary screen, cell-based, HTS. human neuronal cells, NF-kB reporter expression; active compounds read high. 1.6% of 190,000 active. fold change at 12.5 µM. AID 1239, 2008; in the data active = fold change above about 3.3
* marks the source's active call; other numbers are inactive results; nt = no result given.

1: CCC(C)Sc1nnc(Cc2cc(=O)[nH]c(=O)[nH]2)n1-c1ccc(OC)cc1 (stereo not drawn)
2: Cc1cc(NC(=O)CSc2nnc(COc3cccc(C)c3C)n2Cc2ccco2)no1
3: CC(C)(C)n1nc2c(c1NC(=O)c1cccc(C(F)(F)F)c1)CS(=O)C2 (stereo not drawn)
4: Cc1ccccc1SCc1noc(C(=O)NCC2CCCO2)c1C(=O)O (stereo not drawn)
5: O=C(Nc1ccc2c(c1)OCCO2)c1ccc(Cl)c(S(=O)(=O)N2CCOCC2)c1
6: CSc1ccc(-c2nc(CN3CCCCC3c3cccnc3)c(C)o2)cc1 (stereo not drawn)
7: Clc1ccc(CSCCc2ccncc2)cc1
8: CCOc1ccccc1N1CCN(C(=O)Nc2ccc(F)c(Cl)c2)CC1

assay / entry | 1 | 2 | 3 | 4 | 5 | 6 | 7 | 8
TLR4 MyD88 comp | -1 | 3 | 9 | 9 | 3 | -9 | 13 | -11
G6PDH counter | -2 | 0 | 8 | -3 | 5 | 6 | 6 | 1
FLuc stim CS | 1.1 | 1.1 | 1.1 | 1.1 | 1 | 1 | 1 | 1.1
STAT1 activator | 104 | 96 | 101 | 102 | 105 | 98 | 96 | 103
Diaph act CS | 0.9 | 0.9 | 0.9 | 0.9 | 1 | 1 | 1.1 | 0.8
APP 5'UTR act | -3 | -9 | 23 | 0 | 15 | -3 | -13 | -1
FLuc inh counter | -6 | -7 | -6 | -10 | 0 | -1 | -2 | -7
Diaphorase inh | 11 | 9 | 8 | 7 | 3 | -3 | -6 | 18
APP 5UTR inh | 3 | 9 | -23 | 0 | -15 | 3 | 13 | 1
NF-kB neuron act | 1.2 | 1 | 1.1 | 1 | 0.87 | nt | 0.99 | 0.88

Random excerpt: 4 entries already listed
6: CSc1ccc(-c2nc(CN3CCCCC3c3cccnc3)c(C)o2)cc1 (stereo not drawn)
8: CCOc1ccccc1N1CCN(C(=O)Nc2ccc(F)c(Cl)c2)CC1
4: Cc1ccccc1SCc1noc(C(=O)NCC2CCCO2)c1C(=O)O (stereo not drawn)
3: CC(C)(C)n1nc2c(c1NC(=O)c1cccc(C(F)(F)F)c1)CS(=O)C2 (stereo not drawn)

assay / entry | 6 | 8 | 4 | 3
TLR4 MyD88 comp | -9 | -11 | 9 | 9
G6PDH counter | 6 | 1 | -3 | 8
FLuc stim CS | 1 | 1.1 | 1.1 | 1.1
STAT1 activator | 98 | 103 | 102 | 101
Diaph act CS | 1 | 0.8 | 0.9 | 0.9
APP 5'UTR act | -3 | -1 | 0 | 23
FLuc inh counter | -1 | -7 | -10 | -6
Diaphorase inh | -3 | 18 | 7 | 8
APP 5UTR inh | 3 | 1 | 0 | -23
NF-kB neuron act | nt | 0.88 | 1 | 1.1

Further entries.
9: COc1ccc(C(=O)n2cc(C(=O)c3cc(C)ccc3O)cn2)cc1
10: CCCCn1c(N)c(NCCC(C)C)c(=O)[nH]c1=O
11: COC(=O)Nc1ccc(S(=O)(=O)NCCO)cc1
12: COc1ccc(/C=N/NC(=O)c2nn(-c3ccc(C)c(C)c3)c(=O)c3ccccc23)cc1
13: O=c1nc(N2CCOCC2)ccn1Cc1ccc(Br)cc1
14: Cc1nnc(SCCn2c(N(C)Cc3ccccc3)nc3c2c(=O)n(C)c(=O)n3C)s1
15: CCOc1cc(C(c2c(C)[nH][nH]c2=O)c2c(C)[nH][nH]c2=O)ccc1OCc1ccc([N+](=O)[O-])cc1
16: COc1ccc(C(=O)N/C(=C\c2cn(C)c3ccccc23)C(=O)OCC(C)C)cc1

assay / entry | 9 | 10 | 11 | 12 | 13 | 14 | 15 | 16
TLR4 MyD88 comp | 0 | -2 | 3 | -8 | 13 | -4 | 8 | -19
G6PDH counter | -2 | 7 | -2 | -40 | 4 | nt | 9 | -20
FLuc stim CS | 1 | 1 | 1 | 0.9 | 1.1 | nt | 1.1 | 1
STAT1 activator | 105 | 94 | 102 | 94 | 104 | 92 | 110 | 97
Diaph act CS | 1 | 0.9 | 0.9 | 0.8 | 0.9 | nt | 0.7 | 1
APP 5'UTR act | -4 | 9 | nt | 0 | 6 | 8 | nt | 4
FLuc inh counter | -2 | -5 | -5 | 6 | -8 | nt | -8 | 5
Diaphorase inh | 4 | 10 | 8 | 22 | 12 | nt | 29 | -3
APP 5UTR inh | 4 | -9 | nt | 0 | -6 | -8 | nt | -4
NF-kB neuron act | 1 | 1.1 | 0.84 | 1.8 | 1 | nt | 1.8 | 1.1

17: Cc1nn(CC(=O)O)c2ccccc12
18: O=C(COC(=O)c1ccc(S(=O)(=O)NCc2ccco2)cc1)Nc1ccc(Cl)cn1
19: C#CCOCCOCCOCCNc1nc(N2CCN(C(=O)[C@H](Cc3ccc(O)cc3)n3cc([C@@H](N)C(C)CC)nn3)CC2)nc(N2CCN(C(=O)[C@H](CCCCN)n3cc([C@@H](N)CC(C)C)nn3)CC2)n1 (stereo partly drawn)
20: COc1ccc(C)cc1N(C(=O)c1ccc(F)cc1)c1nc2ccccc2s1
21: CCOc1cc(NC(=S)N2CCC(C(N)=O)CC2)c(C(=O)OC)cc1OCC
22: COc1ccccc1N(C(=O)CN1C(=O)c2ccccc2S1(=O)=O)C(C(=O)NCC1CCCO1)c1ccc(F)cc1 (stereo not drawn)
23: COc1ccc(C(=O)Nc2cccc(C(C)=O)c2)cc1OC
24: CCCCN1C(=S)SC(C)(C)C1/[N+]([O-])=C/c1cccnc1 (stereo not drawn)

assay / entry | 17 | 18 | 19 | 20 | 21 | 22 | 23 | 24
TLR4 MyD88 comp | -2 | -14 | -4 | -8 | 2 | -6 | -5 | 14
G6PDH counter | 2 | 4 | 5 | -10 | 1 | -5 | 4 | -3
FLuc stim CS | 1.1 | 1.1 | 1 | 1 | 1 | 1.1 | 1 | 1
STAT1 activator | 100 | 104 | 104 | 91 | 100 | 101 | 100 | 84
Diaph act CS | 0.8 | 0.9 | 1.2 | 0.8 | 1 | 0.9 | 0.9 | 0.9
APP 5'UTR act | 6 | -14 | 8 | -1 | -2 | 3 | 44 | 4
FLuc inh counter | -6 | -6 | -4 | 1 | -4 | -6 | 5 | -4
Diaphorase inh | 15 | 8 | -24 | 17 | 4 | 11 | 6 | 9
APP 5UTR inh | -6 | 14 | -8 | 2 | 2 | -3 | -44 | -4
NF-kB neuron act | 1.2 | 1.2 | 1.2 | 0.67 | 1.2 | 1.2 | 1.5 | 1.3

25: Cc1ccc(C2=NN(C(=O)c3cccs3)C(c3ccccc3O)C2)cc1 (stereo not drawn)
26: Cc1cc(N(C)C)c(C#N)c(=O)[nH]1
27: O=C(CCc1ccc(S(=O)(=O)NC2CCCCC2)cc1)N(Cc1ccccc1)Cc1ccccc1
28: CCOC(=O)c1cnc2c(C)cccc2c1NCCc1ccc(OC)c(OC)c1
29: Cc1ccc(CC(=O)NC(C)CCc2ccccc2)cc1 (stereo not drawn)
30: CC(C)(C)OC(=O)CN1C(=O)C(Sc2n[nH]c(-c3ccccc3)n2)CCc2ccccc21 (stereo not drawn)
31: Cc1nc2ccccc2c2oc(C(=O)Nc3ccc4c(c3)OCCO4)cc12
32: Cc1cccc(C)c1OCc1nnc(SCC(=O)Nc2cccc(C(=O)N3CCOCC3)c2)n1C

assay / entry | 25 | 26 | 27 | 28 | 29 | 30 | 31 | 32
TLR4 MyD88 comp | -2 | 11 | -12 | 5 | 3 | 4 | 0 | 3
G6PDH counter | 14 | -4 | 4 | -33 | 7 | 7 | 0 | 1
FLuc stim CS | 1 | 1 | 1 | 1 | 1 | 1 | 1 | 1.1
STAT1 activator | 98 | 100 | 93 | 94 | 93 | 86 | 97 | 94
Diaph act CS | 0.9 | 1 | 0.8 | 0.8 | 0.9 | 0.7 | 0.8 | 0.8
APP 5'UTR act | 6 | -2 | -2 | 9 | 1 | 4 | 13 | 16
FLuc inh counter | -1 | -5 | -4 | -3 | -1 | -5 | 1 | -9
Diaphorase inh | 6 | 4 | 17 | 17 | 11 | 29 | 16 | 19
APP 5UTR inh | -6 | 2 | 2 | -9 | -1 | -4 | -13 | -16
NF-kB neuron act | 0.88 | 1.1 | 0.71 | 0.8 | 1 | 1.2 | 0.89 | 1.1

33: CCN(C1CCCCC1)S(=O)(=O)c1ccc(S(=O)(=O)NCCc2ccncc2)cc1
34: CCN(CCNC(=O)Cn1cc2c(n1)CCCC2)c1ccccc1
35: Cc1cnc(C(=O)OCC(=O)N(Cc2ccccc2)C(C)C)cn1
36: CCc1c(C)sc(NC(=O)C2CCCO2)c1C#N (stereo not drawn)
37: N#Cc1cn(CC(=O)N2CCc3ccccc3C2)c2ccccc12
38: O=C(CCCn1cc([N+](=O)[O-])cn1)N1CCCCC1
39: O=C(c1ccco1)N(Cc1ccccc1)Cc1ccccn1
40: CC(C)(C)C(=O)Cn1c[n+](N)cn1
41: Cc1ccc2nc(SC(C)C(=O)N3CCCC3)[nH]c2c1 (stereo not drawn)
42: O=C1COc2ccc(NC(=O)N3CCN(c4ccc(F)cc4)CC3)cc2N1
43: Cc1ccc(OCCNC(=O)/C=C/c2ccccc2)cc1

assay / entry | 33 | 34 | 35 | 36 | 37 | 38 | 39 | 40 | 41 | 42 | 43
TLR4 MyD88 comp | 0 | 0 | -7 | -2 | -16 | 1 | -6 | -2 | -12 | -9 | 6
G6PDH counter | 12 | 1 | -3 | 4 | 1 | 2 | 21 | -11 | 3 | 2 | 6
FLuc stim CS | 1 | 1.1 | 1 | 1 | 1.1 | 1 | 1 | 1.1 | 1 | 1 | 1.1
STAT1 activator | 102 | 98 | 107 | 105 | 92 | 108 | 100 | 105 | 116 | 97 | 110
Diaph act CS | 0.8 | 0.9 | 1 | 1 | 0.9 | 0.9 | 0.9 | 0.9 | 1 | 1 | 0.9
APP 5'UTR act | 18 | 5 | -13 | 2 | 15 | -8 | -18 | 3 | 26 | 2 | 0
FLuc inh counter | -2 | -6 | -5 | -1 | -6 | -5 | 4 | -10 | -2 | -4 | -6
Diaphorase inh | 16 | 8 | -1 | 5 | 9 | 10 | 10 | 11 | 3 | 4 | 10
APP 5UTR inh | -18 | -4 | 13 | -2 | -15 | 8 | 18 | -3 | -26 | -2 | 0
NF-kB neuron act | 1.4 | 1.2 | 1.5 | 1.2 | 1.1 | 1.1 | 1.2 | 0.95 | 1.6 | 0.93 | 0.96
